# From PubChem
# H69AR growth 86K: blocks growth of human H69AR lung tumor cells; AID 598; viability, % at 10 µM; H69AR lung tumor viability, ATP luminescence, 72 h; active compounds read low; 85,000 compounds, 6% hits;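 active = viability at or below 40%; inactive = viability above 40%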;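 also: multidrug resistant small cell line overexpressing MRP-1 efflux transporter; 100% = mean luminescence of untreated control wells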
# ERa coact inh: ER-alpha (human) coactivator binding inhibition | P03372 | TR-FRET ER-alpha LBD / SRC-1 peptide, estradiol-bound | inhibition, % at 25.6 µM | 86,000 compounds, 1.7% hits | AID 629; in the data active = inhibition above about 50%;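 also: 0% = receptor plus peptide control and 100% = peptide only without receptor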
# Target sequence (P03372 whole entry, looked up, the tested form may be a part): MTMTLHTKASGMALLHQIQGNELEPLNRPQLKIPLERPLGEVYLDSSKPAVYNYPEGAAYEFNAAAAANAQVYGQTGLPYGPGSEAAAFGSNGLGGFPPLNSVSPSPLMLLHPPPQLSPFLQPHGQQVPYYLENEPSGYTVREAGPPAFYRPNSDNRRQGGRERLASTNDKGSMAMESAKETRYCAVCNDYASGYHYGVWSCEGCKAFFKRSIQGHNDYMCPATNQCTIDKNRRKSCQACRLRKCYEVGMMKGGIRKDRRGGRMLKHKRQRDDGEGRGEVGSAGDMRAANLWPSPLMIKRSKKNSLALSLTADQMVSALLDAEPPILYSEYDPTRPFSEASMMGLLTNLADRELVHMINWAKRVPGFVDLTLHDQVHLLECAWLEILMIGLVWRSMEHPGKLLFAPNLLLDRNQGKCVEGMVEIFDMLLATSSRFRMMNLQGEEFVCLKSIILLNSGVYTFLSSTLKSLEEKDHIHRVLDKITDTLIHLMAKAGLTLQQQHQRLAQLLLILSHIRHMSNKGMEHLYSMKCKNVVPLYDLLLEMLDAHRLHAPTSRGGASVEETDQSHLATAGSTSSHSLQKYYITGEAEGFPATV
# Fibroblast inh: blocks proliferation of human lung fibroblasts; LL 47 human lung fibroblast viability, ATP luminescence; active compounds read low; viability, % at 10 µM; 85,000 compounds, 1.1% hits;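 active = viability at or below 50% in the single dose screen; inactive = viability above 50%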;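 also: compound exposure lasted 72 h before the ATP readout; 100% = median luminescence of untreated cell-only wells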
#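 Material: human LL 47 lung fibroblast cells; quantity: 1,150 cells/well; medium: IMEM plus 15% FBS; doses: 0.1% DMSO in all compound wells; timing: overnight attachment after seeding, then 72 h compound exposure at 37 °C; detection: CellTiter-Glo luminescence; measure: % viability of median cell-only signal; controls: cell-only wells, no compound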
# ERa coact pot: ER-alpha (human) coactivator binding potentiation | P03372 | TR-FRET ERalpha-LBD/SRC-Cy5 coactivator binding, 2 h; 100 = basal binding, no effect | coactivator binding (% of control), % at 25.6 µM | 86,000 compounds, 1.3% hits | AID 639; in the data active = activity above about 200%;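 also: binding measured in presence of low estradiol as agonist stimulus; 0% = peptide alone without receptor and 100% = receptor with peptide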
# CYP2C19 act: cytochrome P450 2C19 (human) activation | P33261 | recombinant CYP2C19, luciferin-H EGE luminescence; active compounds read high; 0 = fully inhibited enzyme, 1 = untreated enzyme | activation factor at 5 µM | 96,000 tested, under 10 active | AID 1025;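 active = activation factor of at least 2 at 5 µM in the primary screen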;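 also: 0 = wells with 2.5 mM tranylcypromine and 1 = vehicle-only wells; values of inactives mirror those of a sister screen read the other way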
# Target sequence (P33261 whole entry, looked up): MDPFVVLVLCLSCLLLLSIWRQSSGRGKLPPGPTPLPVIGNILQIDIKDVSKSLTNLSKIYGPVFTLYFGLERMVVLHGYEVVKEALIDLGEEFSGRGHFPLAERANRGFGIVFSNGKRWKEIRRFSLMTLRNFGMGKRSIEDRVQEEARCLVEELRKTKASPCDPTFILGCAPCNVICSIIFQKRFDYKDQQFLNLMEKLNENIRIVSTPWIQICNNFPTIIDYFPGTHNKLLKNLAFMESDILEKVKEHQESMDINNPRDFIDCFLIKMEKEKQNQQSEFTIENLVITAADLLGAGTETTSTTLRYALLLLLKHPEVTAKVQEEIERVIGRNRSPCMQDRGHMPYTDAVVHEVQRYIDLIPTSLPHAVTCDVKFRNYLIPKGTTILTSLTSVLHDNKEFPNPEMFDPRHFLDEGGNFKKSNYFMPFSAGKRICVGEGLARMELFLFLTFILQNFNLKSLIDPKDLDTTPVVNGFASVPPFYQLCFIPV
# CD11b adhes inh: blocks human CD11b/CD18 adhesion to fibrinogen. inhibition, % at 10 µM. K562 CD11b/CD18 adhesion to fibrinogen, ATPlite luminescence; Mn2+ added to activate the integrin. P05107+P11215. 93,000 compounds, 0.54% hits;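 active = primary inhibition of 50% or more at 10 µM, then 40% or more on retest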; also: some results filed as inactive read as strong as hits
# CD11b adhes enh: increases human CD11b/CD18 adhesion to fibrinogen | P05107+P11215 | K562 CD11b/CD18 adhesion to fibrinogen, ATPlite luminescence | activation, % at 10 µM | 93,000 compounds, 0.07% hits;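 active = 10 µM primary screen giving 50% or more activity, confirmed by 40% or more on retest at that dose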; also: strong numbers were not always called active
# HUVEC inhibit: human endothelial cell proliferation inhibition | viability, % at 10 µM (by protocol) | 86,000 compounds, 1.1% hits | HUVEC proliferation, CellTiter-Glo luminescence, 72 h; active compounds read low;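 active = viability at or below 30%; inactive = viability above 30%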;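 also: 100% = median luminescence of DMSO-only cell control wells on each plate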
# CYP2C19 inh: inhibitors of human CYP2C19. CYP2C19 Supersomes, luciferin-H EGE luminescence, 30 min. inhibition, % at 5 µM. AID 778. 96,000 compounds, 21% hits;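 active = CYP2C19 inhibition above a set limit at 5 µM in the primary screen, cut at about 50% in these data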;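 also: plate controls were negative control wells for no effect and 2.5 mM tranylcypromine positive control for full effect; values of inactives mirror those of a sister screen read the other way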
# Numbers without * were called inactive; / = not tested or not shown; [ ] = remark or other dose.
SMILES,H69AR growth 86K,ERa coact inh,Fibroblast inh,ERa coact pot,CYP2C19 act,CD11b adhes inh,CD11b adhes enh,HUVEC inhibit,CYP2C19 inh
COc1ccc(OC)c(NC(=O)COc2ccc(S(=O)(=O)NC(C)C)cc2)c1,43,0,94,118,0.5,-2,-1,107,46
CCOc1ccc(-n2c(SCc3nc(-c4ccc(C)cc4)no3)nnc2-c2ccncc2)cc1,87,7,75,92,0.2,-9,3,68,80*
O=C(Oc1ccccc1)N1CCN(c2ccc(F)cc2)CC1,94,-7,94,102,0.2,6,-4,126,85*
Cc1ccccc1-c1nnc(SCCOc2ccc3c(C)cc(=O)oc3c2)o1,/,/,/,/,0.8,12,0,/,25
Cc1cc(C)nc(-n2nc(C)cc2Nc2ccccc2)n1,10*,-2,77,93,0.9,3,-2,78,10
CCCOC(=O)c1ccc(NC(=O)C2CCCO2)cc1 (stereo not drawn),96,7[fluorescence artefact?],94,126,0.7,-10,4,101,32
CCOC(=O)c1ccc(-n2[nH]c(-c3ccccc3)cc2=O)cc1,50,3[fluorescence artefact?],94,90,1.1,/,/,49,-13
O=C(Cc1cccs1)N(c1ccc(Cl)cc1)C1C=CS(=O)(=O)C1 (stereo not drawn),85,-5,102,91,0.7,/,/,92,26
Cc1ccc(-c2nc3ncccc3o2)cc1NC(=O)c1ccco1,79,13,102,86,/,/,/,70,/
CCC1=C/C(=C/N(C)c2ccccc2)C(=O)S1,81,7,96,82[fluorescence artefact?],0.9,4,5,91,9
CCOC(=O)c1nn(-c2sc(C(=O)OC)c(C)c2C(=O)OC)cc1O,81,1,95,97,0,-26,1,103,100*
O=c1c2[nH]c3ccccc3c2ncn1Cc1ccco1,85,16,89,101,0.8,/,/,90,24
COc1ccccc1OCC(=O)Nc1cccc(-c2nc3ccccc3o2)c1,78,36[fluorescence artefact?],109,73[fluorescence artefact?],0.7,-17,27,50,30
CN(CC(=O)Nc1nc2ccccc2s1)S(=O)(=O)c1ccccc1,/,4,103,96,0.5,-23,3,84,52*
COC(=O)c1ccc(CSc2nnc(-c3c[nH]c4ccccc34)n2C)o1,80,3,101,85,0.1,-10,2,88,93*
NNC(=O)CNC(=O)c1ccccc1F,/,/,/,/,1,6,-3,/,1
Clc1ccc(OCc2nn3c(-c4ccncc4)nnc3s2)cc1,87,1,102,120,0.1,4,-4,98,92*
O=C1COc2ccc(C(=O)COC(=O)C3CCN(S(=O)(=O)c4cccs4)CC3)cc2N1,90,12,94,120,1.1,14,-2,97,-14
O=C(Nc1cccnc1)c1ccc(COc2ccccc2Br)o1,44,-27,59,82,0.1,-1,-4,24*,89*
CCN(CC)C(=O)CSc1nnc(-c2ccccn2)n1-c1ccc(C)c(C)c1,93,2,94,141,1.1,1,0,92,-5

# In another format: results already given.
structure	H69AR growth 86K	ERa coact inh	Fibroblast inh	ERa coact pot	CYP2C19 act	CD11b adhes inh	CD11b adhes enh	HUVEC inhibit	CYP2C19 inh
Clc1ccc(OCc2nn3c(-c4ccncc4)nnc3s2)cc1	87	1	102	120	0.1	4	-4	98	92*
NNC(=O)CNC(=O)c1ccccc1F	/	/	/	/	1	6	-3	/	1

# Next part:
SMILES,H69AR growth 86K,ERa coact inh,Fibroblast inh,ERa coact pot,CYP2C19 act,CD11b adhes inh,CD11b adhes enh,HUVEC inhibit,CYP2C19 inh
Cc1ccccc1NC(=O)CN1CCC(NC(=O)Nc2ccccc2)CC1,92,1[fluorescence artefact?],102,99[fluorescence artefact?],0.7,-4,1,106,30
Cc1ccc(N2CCN(S(=O)(=O)N(C)C)CC2)c(C)c1,96,-2,98,110[fluorescence artefact?],0.1,1,4,101,86*
Cc1nn(-c2ccccc2)c(C)c1/C=N/O,90,-2,93,115,0.9,-9,-1,91,12
O=C1CC(=C2c3ccccc3-c3ccccc32)C(=O)N1CCN1CCN(c2cccc(Cl)c2)CC1,82,-6,100,96,/,/,/,86,/
CCOc1ccc(-c2nnn(CC(=O)Nc3ccccc3OC)n2)cc1OCC,11*,34[fluorescence artefact?],78,143[fluorescence artefact?],0.8,-3,5,42,23
O=C(N/C(=C\c1cccc([N+](=O)[O-])c1)C(=O)N1CCCCC1)c1cccs1,/,/,/,/,1.1,2,-2,/,-7
CCCNC(=O)c1cc(-c2ccc(Br)cc2)on1,85,0,101,144,1.1,-2,13,98,-9
COc1ccc(NC(=O)c2sccc2C)c([N+](=O)[O-])c1,/,/,/,/,0.9,-1,1,/,9
Cc1nnc(SCC(=O)n2c3c(c4ccccc42)CCCC3)s1,77,-7,104,118,0.7,-2,0,89,34
COc1ccc(NC(=O)CSc2ccccn2)cc1,82,-8[fluorescence artefact?],98,109,/,/,/,94,/
COc1ccc2c(c1)CCc1c(C(=O)N3CCc4ccccc4C3)noc1-2,95,-17,105,106,0.3,2,-2,93,74*
CSc1nc(C)cc(OCCNS(=O)(=O)c2ccc(C)cc2)n1,81,21,103,87,/,/,/,105,/
Cc1oc(-c2ccccc2)cc1C(=O)Nc1ccc(N(C)C)cc1,92,-2,107,81,1.1,-1,5,80,-7
Cc1ccc(N(CC(=O)N2CC(=O)Nc3ccccc32)S(=O)(=O)c2ccc3c(c2)OCCO3)cc1,99,-5,94,89,/,/,/,100,/
CCOC(=O)/C(C#N)=C\C=C1C=CN(C)C=C1,93,-5,106,115,1.1,/,/,94,-13
CCOc1ccc(C2/C(=C(/O)c3ccccc3)C(=O)C(=O)N2CCCN(C)C)cc1OC (stereo not drawn),98,-19,102,114,/,/,/,99,/
O=C(Cc1cccs1)NCc1ccco1,86,-10,96,95,1.2,2,-1,97,-16
CCOC(=O)C1CCC2(CC1)C(C#N)=C(N)Oc1n[nH]c(C)c12 (stereo not drawn),98,1,98,121,/,/,/,105,/
COc1ccc(NC(=O)Nc2ncccc2C)cc1,101,-4,105,92,/,/,/,101,/
Cc1cc(=O)[nH]c(N2CCCC2)n1,97,9,99,104,0.8,-13,-4,92,17

# Shown tab-delimited: three of the compounds above.
canonical_smiles	H69AR growth 86K	ERa coact inh	Fibroblast inh	ERa coact pot	CYP2C19 act	CD11b adhes inh	CD11b adhes enh	HUVEC inhibit	CYP2C19 inh
Cc1oc(-c2ccccc2)cc1C(=O)Nc1ccc(N(C)C)cc1	92	-2	107	81	1.1	-1	5	80	-7
Cc1ccc(N(CC(=O)N2CC(=O)Nc3ccccc32)S(=O)(=O)c2ccc3c(c2)OCCO3)cc1	99	-5	94	89	/	/	/	100	/
CCOC(=O)/C(C#N)=C\C=C1C=CN(C)C=C1	93	-5	106	115	1.1	/	/	94	-13

# The results go on.
SMILES,H69AR growth 86K,ERa coact inh,Fibroblast inh,ERa coact pot,CYP2C19 act,CD11b adhes inh,CD11b adhes enh,HUVEC inhibit,CYP2C19 inh
Cc1nnc(NC(=O)CSc2nc3ccccc3o2)s1,107,-5,106,110,/,/,/,97,/
CC1CCCC(C)N1C(=O)CSc1nnnn1-c1cccc2c1CCCC2 (stereo not drawn),85,-4,103,70,0.7,/,/,91,26
O=C1CCC(C(=O)OCc2cc(Cl)ccc2OC(F)F)N1 (stereo not drawn),93,1,100,118,0.9,-2,2,100,15
CCOC(=O)C1CCCN(Cc2cccs2)C1 (stereo not drawn),90,34[fluorescence artefact?],103,108,0.1,0,-5,100,88*
O=C1c2ccccc2C(Nc2ccc3nc(-c4cccnc4)[nH]c3c2)N1Cc1ccco1 (stereo not drawn),90,13,112,84[fluorescence artefact?],0.7,31,4,96,26
Cc1cc(C)c(S(=O)(=O)NCc2ccc3c(c2)cc(C)n3C)c(C)c1,51,10[fluorescence artefact?],93,257*[fluorescence artefact?],1.3,3,0,90,-25
Cc1cc(-c2nc3ncccc3o2)ccc1NC(=O)CC(C)C,/,/,/,/,0.9,-4,12,/,7
O=S(=O)(Nc1nc2ccccc2nc1NCc1ccco1)c1cccs1,80,8,97,91[fluorescence artefact?],1.1,3,1,104,-7
Cc1c(-c2ccccc2)sc(Br)c1C(=O)N1CCOCC1,92,4,102,108,0.8,7,0,92,24
CCC(c1nnnn1CCOC)N(Cc1cc2c(C)cc(C)cc2[nH]c1=O)CC1CCCO1 (stereo not drawn),64,8,94,107,0.9,/,/,94,11
O=C(Nc1ccccc1)N(C1=NCCC1)c1ccc(OC(F)F)cc1,78,-8,/,118,0.5,6,-2,66,50*
Cc1ccc2oc(-c3cccc(NC(=O)c4ccc(Br)o4)c3)nc2c1,53,34[fluorescence artefact?],103,172,0.9,-40,0,76,7
Clc1ss/c(=N\c2ccccn2)c1Cl,43,16[fluorescence artefact?],91,79[fluorescence artefact?],1,4,30,88,-2
O=C(O)CC(C(=O)N(c1ccccc1)c1ccccc1)N1CCOCC1 (stereo not drawn),97,6,102,111,/,/,/,92,/
COc1ccccc1CNC(=O)c1cnccn1,107,61*[fluorescence artefact?],98,94[fluorescence artefact?],0.7,-1,6,105,26
O=C(Nc1ccc(Cc2ccc(NC(=O)C3CC3)c(O)c2)cc1O)C1CC1,93,5,96,85[fluorescence artefact?],0.9,-20,1,108,13
Brc1cccc(/C=N\n2cnnc2)c1,91,-3,102,115,0.6,0,4,93,38
CC(C)(C)NC(=O)COC(=O)c1cc(F)c(F)cc1Cl,/,/,/,/,0.2,0,-5,/,77*
N#CCC(=N)N1CCN(c2cccc(Cl)c2)CC1,/,/,/,/,0.9,-2,-1,/,8
COc1ccccc1C(c1nnnn1C(C)(C)C)N1CCN(Cc2ccncc2)CC1 (stereo not drawn),75,-12,99,125,0.2,/,/,97,79*
CCN1CCN(C(c2cccs2)C(C)NS(=O)(=O)c2ccc(F)cc2)CC1 (stereo not drawn),99,-2,89,106,0.5,-37,1,103,48
CC(=O)c1cccc(NC(=O)c2cc(-c3ccc(F)cc3)on2)c1,/,/,/,/,0.9,1,5,/,5
COc1ccnc(CSC(N)=Nc2ccc(F)cc2)c1,43,-11,94,95,/,/,/,80,/
Clc1ccc(OCc2cc(-c3ccccc3)no2)c(Cl)c1,/,/,/,/,1.1,64,2,/,-13
N#Cc1ccccc1/C=N/Nc1nc(-c2ccccc2)c2cc(Br)ccc2n1,/,/,/,/,0.9,1,5,/,9
O=C1CCCc2nc(N3CCN(C(c4ccccc4)c4ccccc4)CC3)ncc21,93,-7,96,118,0.9,-3,5,64,9
O=C(COc1ncnc2ccccc12)NC1CCS(=O)(=O)C1 (stereo not drawn),98,-7,98,124,0.9,-4,-3,105,6
Cc1ccc(/C=C(\NC(=O)c2ccc(C)cc2)c2nc(=S)[nH][nH]2)cc1,/,/,/,/,0.7,-11,2,/,32
CCCn1c(SCC(=O)N2CCN(S(=O)(=O)c3ccc(Cl)cc3)CC2)n[nH]c1=O,86,2,113,106,1,-14,2,95,0
O=C(c1ccco1)N1CCN(c2ncnc3c2[nH]c2ccccc23)CC1,45,-16,93,117,0.3,21,-6,84,67*
COCCn1nnnc1C(c1cc2cc(OC)ccc2[nH]c1=O)N1CCC(Cc2ccccc2)CC1 (stereo not drawn),3.8*,36,106,120,0.8,/,-2,96,25
CCN(CC)S(=O)(=O)c1cc(C(=O)n2cccn2)c(Cl)cc1Cl,93,3,104,107,0.3,18,-6,101,66*
CCN1CCCC1CNC(=O)C1c2ccccc2C(=O)N(CCOC)C1c1ccc(F)cc1 (stereo not drawn),77,-33,86,107,1,-8,-1,94,3
Cc1ccc(C(=O)NNC(=S)NC(=O)COc2ccccc2)cc1,/,/,/,/,0.7,20,-2,/,32
CSC1=NCCN1C(=O)Cc1cccs1,95,27,103,82,1,-19,-5,100,2
CC1CCC2(CC1)C(Nc1cccc(Cl)c1)=NC(=S)N2CC#N (stereo not drawn),64,-1,87,86,/,/,/,103,/

# Compounds as they come. Share with any hit: about 26%.
